# XIAP antagonists – XIAP antagonists, biochemical, IAP family, fluorescence polarization (AID 1018); displacement, % at 20 µM; hits with a dose series show IC50 in µM; XIAP BIR domain, fluorescence polarization peptide displacement; higher % means a stronger effect; 0.007% of 200,000 active; in the data active = displacement above about 50%; note: a part of the inactive calls stands beside numbers as strong as those of hits
# HIV peptide binding – inhibitors of HIV fusion peptide binding, primary screen, biochemical, uHTS, fluorescence dequenching (AID 1986); cell-free peptide binding, fluorescence dequenching, 30 min; higher % means a stronger effect; inhibition, % at 20 µM; hits with a dose series show IC50 in µM; 0.3% of 290,000 active; in the data active = inhibition mostly above about 52%, no sharp cut-off; inactive = mostly below about 76%; note: some results filed as inactive read as strong as hits
# HEK293 NOD2/NF-kB – NOD2 signaling inhibitors, cell-based, luminescence, uHTS, HEK293 (AID 1566); HEK293 NOD2/NF-kB luciferase reporter, luminescence; higher % means a stronger effect; inhibition, % at 4 µM; hits with a dose series show EC50 in µM; 0.63% of 290,000 active; note: many of its hits are not listed in these tables
# AID2073 – inhibitors of Mint1-CaV2.2 protein interaction, biochemical, HTRF (AID 2073); HTRF protein-protein interaction, Mint1-CaV2.2; higher % means a stronger effect; 0.19% of 290,000 active; Voltage-dependent N-type calcium channel subunit alpha-1B (Homo sapiens); inhibition, % at 20 µM, or IC50 in µM where a hit was titrated; in the data active = inhibition mostly above about 51%, no sharp cut-off; note: some results filed as inactive read as strong as hits
# Siah-1 displacement – Siah-1 peptide-binding antagonists, primary screen, biochemical, fluorescence polarization, rhodamine-plectin, uHTS (AID 1817). Siah-1 / rhodamine-plectin peptide fluorescence polarization; higher % means a stronger effect. one-dose displacement, % at 20 µM; IC50 in µM for titrated hits. E3 ubiquitin-protein ligase SIAH1 (Homo sapiens). 0.02% of 290,000 active;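 active = displacement of at least 50% at 20 µM, with a fluorescence ratio check between 0.3 and a set limit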;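 note: plate controls were Siah plus tracer with DMSO for no effect and tracer alone without Siah for full effect; strong numbers were not always called active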
# Myeloid diff MLP – induction of myeloid progenitor differentiation, primary screen, cell-based, flow cytometry, MLPCN library; ER-HoxA9 myeloid progenitors, lysozyme-GFP differentiation; calls only at 10 µM; 1% of 360,000 active; AID 624256, 2012;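 active = normalized GFP-positive differentiation at or above the plate's own cutoff, the solvent-only control mean plus 3 SD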;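 note: cells exposed to compound for four days before flow analysis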
# Dengue-2 NS5 capping – Dengue-2 NS5 methyltransferase inhibitors, primary screen, biochemical, confirmation dose response (AID 588689); Dengue-2 NS5 methyltransferase capping enzyme assay, biochemical; higher % means a stronger effect; one-dose inhibition, % at 25 µM; IC50 in µM for titrated hits; 0.3% of 340,000 active; in the data active = a potency from the dose series
# LYP phosphatase – inhibitors of LYP phosphatase, biochemical, fluorescence intensity, uHTS (AID 1779) | 0.054% of 290,000 active | recombinant LYP phosphatase, fluorescence intensity; higher % means a stronger effect | one-dose inhibition, % at 11.5 µM; IC50 in µM for titrated hits | Tyrosine-protein phosphatase non-receptor type 22 (Homo sapiens);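 note: plate controls were vehicle with enzyme for no effect and no enzyme for full effect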
# Lipid droplet – inhibitors of hepatocyte lipid droplet formation, primary screen, imaging, high-throughput imaging, BODIPY stain; AML12 mouse hepatocytes, oleate lipid droplets; inhibition, % at 6.5 µM; 0.4% of 240,000 active; AID 1656, 2009;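 active = lipid droplet intensity inhibited by at least 50%, with more than 500 cells counted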
#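 System: AML12 hepatocytes (mouse). Probe or stimulus: oleic acid at 100 µM to induce lipid droplet formation. Times: overnight treatment with compound plus oleate. Detection: Image-based BODIPY and DAPI two-channel analysis. Evaluation: percent inhibition of filter-corrected integrated lipid droplet intensity per well.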
# Lipid droplet cells 6.5 µM – second read-out of Lipid droplet, no call of its own (marks repeat the call); cell count; measured here: cell count, cytotoxicity flag;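 cells counted across two imaged fields per well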
# Dengue-2 NS5 capping pilot replicate – recorded beside Dengue-2 NS5 capping, whose call it bears; inhibition, %; measured here: pilot screen replicate inhibition
# Myeloid diff MLP GFP+ MAC1+ % – also measured in Myeloid diff MLP; calls as there; GFP+ MAC1+ double positive, %; measured here: differentiation confirmed by MAC1 staining
# * = called active by the depositor; i = inactive; . = not tested or not shown. Cut-off read from the data, not from the text of the source, unless noted: active = inhibition above about 50%; inactive = the rest.
SMILES,XIAP antagonists,HIV peptide binding,HEK293 NOD2/NF-kB,AID2073,Siah-1 displacement,Myeloid diff MLP,Myeloid diff MLP GFP+ MAC1+ %,Dengue-2 NS5 capping,LYP phosphatase,Lipid droplet,Lipid droplet cells 6.5 µM,others
C=CCCCOc1ccc(C(=O)O)cc1,20%,2.0%,3%,0%,-5%,i,0.6,-3%,-6%,21,687,
Cn1c(SCC(=O)NC2CCCC2)nnc1-c1ccccn1,.,-0.3%,11%,12%,-9%,i,0.9,1%,-9%,22,811,
Cc1ccc(S(=O)(=O)N2CC3(C)CN(S(=O)(=O)c4ccc(C)cc4)CC(C)(C2)C3O)cc1 (configuration not stated),-1.6%,-0.2%,9%,14%,2%,i,0.9,-1%,-9%,.,.,
Cc1cc(OCC(=O)NCCN2CCOCC2)cc(C)c1Br,-3.4%,2.0%,-16%,-1%,0%,i,0.3,0%,3%,.,.,
COc1ccc(Cl)cc1NC(=O)C1CCCN(S(=O)(=O)c2cccc3nonc23)C1 (configuration not stated),-2.6%,-0.7%,-19%,-3%,4%,i,2.0,-7%,-3%,2,802,
Cc1cc(C)c(C(N)=O)c(Nc2cccc(Cl)c2C)n1,-2.2%,-0.5%,9%,2%,0%,i,12,3%,-4%,12,709,
O=C(COc1ccc([N+](=O)[O-])cc1Cl)Nn1cnnc1,.,-1.1%,5%,17%,-1%,i,0.3,-3%,-2%,-4,775,
COc1ccc(N2CCN(CCNS(=O)(=O)c3cccc4nsnc34)CC2)cc1,-2.7%,-3.5%,-1%,-6%,3%,i,1.0,0%,4%,-16,690,
CCOC(=O)N(Cc1ccccc1)C(C(=O)O)C(C(=O)O)N(Cc1ccccc1)C(=O)OCC (configuration not stated),-5.4%,-3.4%,-2%,2%,-3%,i,0.9,-1%,-6%,.,.,
CCN(CC)S(=O)(=O)c1cccc(C(=O)OCC(=O)N2CC(=O)Nc3ccccc32)c1,-4.8%,4.4%,14%,11%,-2%,i,1.3,4%,1%,.,.,
CCN(CC)c1ccc(/C=N/NC(=O)c2ccccn2)cc1,.,-0.2%,-101%,12%,0%,i,0.8,1%,-5%,6,696,
O=C(O)CCCC(=O)Nc1cccc(-c2nc3ccccc3[nH]2)c1,2.4%,5.9%,7%,4%,3%,i,0.0,-10%,-6%,.,.,
N#C/C(=C\c1ccccc1)C(=O)Nc1ccccn1,.,-2.9%,-5%,-1%,2%,i,0.5,-11%,-3%,1,826,
Cc1csc(NC(=O)CCNS(=O)(=O)c2ccc3c(c2)c(=O)n(C)c(=O)n3C)n1,-5.1%,2.2%,-14%,4%,-2%,i,6.1,-1%,-4%,.,.,
CC(=O)Nc1ccc(OC(=O)C(CCS(C)(=O)=O)N2C(=O)c3ccccc3C2=O)cc1 (configuration not stated),-1.0%,1.6%,-6%,4%,-1%,i,1.2,-4%,0%,3,721,
O=S(=O)(c1ccc(Cl)cc1)N1CCCN(c2nc3ccc(Cl)cc3s2)CC1,.,-1.9%,-3%,4%,-5%,i,0.4,-6%,-3%,-12,712,
CN1CCN(C(=O)c2cc3nc(-c4ccco4)cc(C(F)(F)F)n3n2)CC1,-0.9%,-1.7%,18%,27%,6%,i,0.2,-6%,-3%,3,732,
O=C(CN1C(=O)c2ccccc2C1=O)N1CCN(C2c3ccccc3-c3ccccc32)CC1,-3.9%,-1.4%,9%,-5%,6%,i,0.1,-2%,4%,-8,453,
CN1C(C(=O)Nc2ccccn2)=C(O)c2sc(Cl)cc2S1(=O)=O,.,-0.1%,18%,-22%,1%,i,2.6,-3%,-10%,4,787,
O=C(NCCCl)Nc1cc([N+](=O)[O-])ccc1Cl,-4.6%,-0.8%,9%,-2%,0%,i,0.3,-6%,0%,4,657,
O=C(NCc1ccccc1)[C@@H]1CSC2c3ccccc3C(=O)N21 (some centres not stated),-12%,-0.1%,6%,-5%,-5%,i,5.0,3%,-2%,-2,794,
CCn1c(COc2ccc(C)cc2)nnc1SCC(=O)NNC(=O)c1ccc(OC)cc1,-6.5%,0.5%,10%,-6%,8%,i,0.6,1%,0%,10,699,
COC(=O)c1ccc(N2OC3(C)C=CC2CC3)cc1 (configuration not stated),-3.3%,0.0%,-60%,-14%,-6%,i,1.2,-6%,-3%,-24,679,
CN(C)S(=O)(=O)n1cc(/C=C(\NC(=O)c2ccccc2Cl)C(=O)NCCCn2ccnc2)c2ccccc21,.,0.8%,5%,8%,3%,i,0.9,-7%,-12%,2,727,
O=C(OCC(=O)c1ccc(Cl)s1)c1cnccn1,.,12%,-8%,24%,14%,i,0.7,4%,2%,0,819,

# The closing 5 compounds of the part above come first, to join the parts.
SMILES,XIAP antagonists,HIV peptide binding,HEK293 NOD2/NF-kB,AID2073,Siah-1 displacement,Myeloid diff MLP,Myeloid diff MLP GFP+ MAC1+ %,Dengue-2 NS5 capping,LYP phosphatase,Lipid droplet,Lipid droplet cells 6.5 µM,others
O=C(NCc1ccccc1)[C@@H]1CSC2c3ccccc3C(=O)N21 (some centres not stated),-12%,-0.1%,6%,-5%,-5%,i,5.0,3%,-2%,-2,794,
CCn1c(COc2ccc(C)cc2)nnc1SCC(=O)NNC(=O)c1ccc(OC)cc1,-6.5%,0.5%,10%,-6%,8%,i,0.6,1%,0%,10,699,
COC(=O)c1ccc(N2OC3(C)C=CC2CC3)cc1 (configuration not stated),-3.3%,0.0%,-60%,-14%,-6%,i,1.2,-6%,-3%,-24,679,
CN(C)S(=O)(=O)n1cc(/C=C(\NC(=O)c2ccccc2Cl)C(=O)NCCCn2ccnc2)c2ccccc21,.,0.8%,5%,8%,3%,i,0.9,-7%,-12%,2,727,
O=C(OCC(=O)c1ccc(Cl)s1)c1cnccn1,.,12%,-8%,24%,14%,i,0.7,4%,2%,0,819,
Cn1nnnc1SCc1ccccc1F,-7.1%,2.4%,-11%,-6%,-3%,i,2.2,3%,-12%,-1,764,
COC(=O)C1(C)NC(c2ccco2)C2C(=O)N(c3ccc(F)cc3)C(=O)C21 (configuration not stated),-5.2%,-0.3%,12%,-2%,3%,i,0.5,-10%,-10%,0,719,
COc1ccccc1C(=O)NNC(=O)C1CCCO1 (configuration not stated),.,-1.8%,7%,2%,5%,i,1.4,-12%,-6%,26,656,
Cc1nc2cc(F)ccc2n1C1CCN(S(=O)(=O)c2ccccc2)CC1,0.2%,-0.4%,9%,6%,3%,i,0.2,2%,-6%,-1,735,
CCOc1ccc(N(CCC#N)S(=O)(=O)c2ccc(OC)cc2)cc1,-6.7%,0.9%,9%,0%,4%,i,1.3,-6%,-6%,.,.,
CC(C)NC(=O)COC(=O)c1cncc(Br)c1,-3.4%,-0.3%,15%,-2%,3%,i,0.2,-1%,-9%,-21,595,
CCOc1ccc(NC(=O)c2ccc(CSc3nnnn3C)cc2)cc1,-2.9%,-1.1%,4%,24%,-7%,i,2.0,-3%,-10%,-10,615,
O=C(c1ccc(F)cc1F)N1CCN(c2ncccn2)CC1,-2.6%,0.3%,6%,-2%,1%,i,0.0,2%,2%,.,.,
CN1C[C@@H]2C(c3ccc(C(F)(F)F)cc3)C3(c4ccccc4)CC2(C3)[C@H]1c1ccccc1 (some centres not stated),.,-0.7%,-18%,10%,-3%,i,0.6,-7%,-4%,15,754,
S=c1[nH]nc(-c2ccco2)n1/N=C/c1ccccc1Cl,-4.4%,-1.4%,-1%,-14%,-5%,i,0.5,-3%,1%,-3,705,
CCN(C(=O)CSc1nnnn1-c1ccccc1)c1c(N)n(Cc2ccccc2)c(=O)[nH]c1=O,-22%,-1.3%,9%,-3%,0%,i,0.5,0%,-2%,-18,612,
COc1cc(OC)c(C(=O)Nc2ccncc2)cc1OC,.,-1.7%,0%,13%,-3%,i,0.5,-1%,-5%,1,810,Dengue-2 NS5 capping pilot replicate=-4.6
COC(=O)c1ccccc1NC(=O)CSCC(=O)Nc1ccccc1OC,-5.5%,0.1%,6%,2%,7%,i,0.9,-5%,-6%,.,.,
O=C(NCc1ccc(Cl)cc1)c1cccc2c1C(=O)N(CC1CCCO1)C2 (configuration not stated),.,2.4%,8%,-2%,31%,i,3.0,-1%,0%,13,750,
Cc1sc2ncn(CC(=O)NCCCN3CC(C)CC(C)C3)c(=O)c2c1S(=O)(=O)N1CC(C)CC(C)C1 (configuration not stated),.,1.4%,-1%,-5%,0%,.,.,6%,-9%,-11,794,
CCOc1ccc(S(=O)(=O)N2CCN=C2c2ccccc2)c(C)c1C,.,-1.5%,-4%,-5%,12%,i,3.0,3%,-5%,-39,533,
NNC(=O)CSc1cccc2cccnc12,-4.5%,-1.2%,-9%,1%,-2%,i,1.0,-9%,-5%,10,786,
CCNc1nc(-c2cc3ccccc3o2)cs1,1.9%,1.1%,-138%,-5%,5%,i,0.3,-3%,-2%,-8,735,
N#CCCN1CCN(S(=O)(=O)c2ccc(S(=O)(=O)NC3CCCCC3)cc2)CC1,4.6%,7.7%,6%,14%,4%,i,1.0,4%,-8%,3,660,
CC(C)(C)C1CCc2[nH]nc(C(=O)O)c2C1 (configuration not stated),-0.9%,11%,16%,-1%,4%,i,0.7,8%,-4%,3,696,
COc1ccc(NS(=O)(=O)c2cccc(C(=O)Nc3ccccc3C(=O)O)c2)cc1,.,20%,20%,-2%,10%,i,0.4,-5%,-6%,3,827,
CC1=CC(C)(C)N(C(=O)C(C)N2C(=O)c3ccccc3C2=O)c2ccc(C)cc21 (configuration not stated),-5.8%,-0.2%,-19%,-4%,-6%,i,1.2,2%,-4%,-24,785,
O=c1[nH]c(NCCCO)nc2c1C1(CCCC1)Cc1ccccc1-2,13%,-0.7%,-4%,15%,-1%,i,4.4,-5%,-3%,9,771,
Cc1nc2c(cc1NC(=O)C(C)(C)C)nc(C)n2Cc1ccccc1,.,-1.4%,-3%,29%,3%,i,0.3,-8%,-6%,-2,774,Dengue-2 NS5 capping pilot replicate=1.8
COc1ccc(C2C(C#N)=C(N)OC3=C2C(=O)CCC3)cc1OC (configuration not stated),-3.4%,0.8%,7%,0%,6%,i,0.0,-3%,-7%,-4,655,
CCC(c1nnnn1CS(=O)(=O)c1ccc(C)cc1)N1CCN(c2nc3ccccc3s2)CC1 (configuration not stated),-18%,3.3%,25%,6%,0%,i,11,-3%,3%,.,.,
COCCNC(=O)c1ccc2c(=O)n(Cc3ccco3)c(SCC(=O)Nc3ccc(OC)cc3OC)nc2c1,.,1.7%,16%,18%,-4%,i,0.0,-4%,3%,-10,735,
Cc1cc(=O)[nH]c(-n2[nH]c3c(c2=O)CCCC3)n1,-5.9%,5.4%,-2%,2%,-5%,i,0.6,2%,-2%,.,.,
CC(C)(C)n1ncc2c(=O)n(CC(=O)N3CCCCCC3)cnc21,-6.2%,-0.3%,-12%,-4%,-2%,i,2.5,-2%,1%,.,.,

# Assay outcomes from PubChem.

# A portion of the library; the hit share may differ from the screen's.
